Assay outcomes as filed in PubChem.
NPSR antag = qHTS Assay for Antagonists of the Neuropeptide S Receptor: cAMP Signal Transduction. CHO-NPSR cells, cAMP TR-FRET, antagonist mode. Potency, µM (titrated, usually from 38.3 µM), without a hit: at the highest dose activity change, negative = inhibition, hits mostly inhibitors. 1% of 220,000 active. Q6W5P4; further: potency means the concentration at half of the fitted maximal effect; on the % scale 0 is the no-effect control and ±100 the full control effect; nearly all actives have a fitted effect of over 50% in size; many of its hits are not listed in these tables
Target sequence (Q6W5P4 whole entry, looked up): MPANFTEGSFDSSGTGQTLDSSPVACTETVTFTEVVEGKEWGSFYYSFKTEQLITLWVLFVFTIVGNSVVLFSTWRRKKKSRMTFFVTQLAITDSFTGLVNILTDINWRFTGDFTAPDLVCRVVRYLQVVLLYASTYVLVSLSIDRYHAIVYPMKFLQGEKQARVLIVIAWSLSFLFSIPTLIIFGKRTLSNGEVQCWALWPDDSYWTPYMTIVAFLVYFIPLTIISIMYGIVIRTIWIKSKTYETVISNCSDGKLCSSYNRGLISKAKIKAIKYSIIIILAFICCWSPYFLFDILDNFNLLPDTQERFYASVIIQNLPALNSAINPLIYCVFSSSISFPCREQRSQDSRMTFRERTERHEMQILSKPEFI
CBFb-RUNX1 inh = qHTS Assay for Compounds Blocking the Interaction Between CBF-beta and RUNX1 for the Treatment of Acute Myeloid Leukemia. Runt-related transcription factor 1 (Homo sapiens) + Core-binding factor subunit beta …. AlphaScreen CBFb-His/RUNX1-biotin binding, biochemical. Potency, µM (titrated, usually from 59.8 µM), without a hit: at the top dose activity, negative = inhibition, most hits filed as inhibitors. 230,000 tested, under 10 active. AID 1477, 2009; further: % of control where 0% means no effect
Target sequence (Q01196 whole entry, looked up): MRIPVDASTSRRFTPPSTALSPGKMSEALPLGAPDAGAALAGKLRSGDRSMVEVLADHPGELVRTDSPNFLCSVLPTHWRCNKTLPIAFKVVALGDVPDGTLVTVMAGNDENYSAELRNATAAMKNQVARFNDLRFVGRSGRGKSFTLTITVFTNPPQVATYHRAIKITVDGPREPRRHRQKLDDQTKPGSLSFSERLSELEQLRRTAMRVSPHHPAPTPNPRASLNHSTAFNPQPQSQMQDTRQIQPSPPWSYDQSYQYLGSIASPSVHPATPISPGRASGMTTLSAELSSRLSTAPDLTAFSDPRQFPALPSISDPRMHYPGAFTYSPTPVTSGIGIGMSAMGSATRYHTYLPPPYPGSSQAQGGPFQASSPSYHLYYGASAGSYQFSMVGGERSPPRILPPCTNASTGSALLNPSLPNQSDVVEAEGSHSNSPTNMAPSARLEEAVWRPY
Target sequence (Q13951 whole entry, looked up): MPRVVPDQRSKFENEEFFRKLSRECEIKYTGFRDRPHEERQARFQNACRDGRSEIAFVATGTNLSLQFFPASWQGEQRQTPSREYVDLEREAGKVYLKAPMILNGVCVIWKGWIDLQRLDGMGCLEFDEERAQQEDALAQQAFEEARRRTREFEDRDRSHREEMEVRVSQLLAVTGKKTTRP
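AlphaScreen proximity signal reports loss of binding between His-tagged CBF-beta and biotin-labelled RUNX1, each at 30 nM. Proteins are pre-associated for 20 minutes, compounds added for 15 minutes, then beads for 90 minutes, all at ambient temperature.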
L3MBTL1 inh = qHTS Assay for the Inhibitors of L3MBTL1; Potency, µM (titrated, usually from 57.1 µM), for the others: top-dose activity, negative = inhibition, hits mostly inhibitors; Lethal(3)malignant brain tumor-like protein 1 (Homo sapiens), Q9Y468; 0.66% of 230,000 active; AlphaScreen L3MBTL1–H3K9me1 peptide binding; further: potency means the concentration at half of the fitted maximal effect; on the % scale 0 is the no-effect control and ±100 the full control effect; nearly all actives have a fitted effect of over 60% in size
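AlphaScreen assay: L3MBTL1 (50 nM final) was preincubated 30 min at room temperature with biotinylated H3(1-15)K9me1 peptide (75 nM final), then 30 min with library compounds; streptavidin donor and nickel chelate acceptor beads (10 ug/mL final) added, 30 min dark.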
Luc counter = Counterscreen for Luciferase (Kinase-Glo TM) Inhibition; Luciferin 4-monooxygenase (Photuris pensylvanica), Q27757; Kinase-Glo luciferase, ATP luminescence, 8 min; Potency, µM (top dose mostly 38.3 µM), for the others: top-dose activity change, negative = inhibition, actives largely listed as inhibitors; 0.28% of 200,000 active; AID 1379, 2008; further: potency means the concentration at half of the fitted maximal effect; on the % scale 0 is the no-effect control and ±100 the full control effect; nearly all actives have a fitted effect of over 60% in size
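Compounds were added to a substrate mix at pH 7.2 (50 mM imidazole, 10 uM ATP, within the enzyme's linear range), followed by Kinase-Glo detection reagent; luminescence was measured after 8 minutes at ambient temperature.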
HttQ103 aggreg = qHTS Multiplex Assay to Identify Dual Action Probes in a Cell Model of Huntington: Aggregate Formation (GFP); Potency, µM (top dose mostly 46.1 µM), for the others: at the highest dose activity change, negative = inhibition, hits mostly inhibitors; PC12 HttQ103-GFP aggregates, Acumen cytometry, 40 h; AID 1688, 2009; 1.1% of 220,000 active; further: potency means the concentration at half of the fitted maximal effect; on the % scale 0 is the no-effect control and ±100 the full control effect; nearly all actives have a fitted effect of over 60% in size
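PC12 cells with ecdysone-inducible HTT exon1 Q103-GFP, induced by 100 nM tebufenozide, given compounds in a concentration series. GFP aggregates (1–25 um, 6 SD above background) counted in lysates by laser-scanning cytometry, 488 nm excitation.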
IMPase Li cell = qHTS Assay for Identifying the Cell-Membrane Permeable IMPase Inhibitors: Potentiation with Lithium | 0.35% of 210,000 active | Potency, µM (series often up to 59.4 µM), inactives show at the highest dose activity, negative = IMPase inhibition, hits mostly inhibitors | AID 1457, 2008 | CHO-M1 cells, IP1 TR-FRET (IP-One), carbachol + lithium;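 further: IP1 builds up when IMPase is blocked and the TR-FRET signal falls; potency means the concentration at half of the fitted maximal effect; plate controls were basal vehicle for no effect and high inhibitor control for full effect; nearly all actives have a fitted effect of over 50% in size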
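CHO cells stably expressing M1 receptor (2000/well, cultured 16–30 h) treated 30 min at 37C with compound plus low lithium. Cytosolic IP1 by TR-FRET (665/620 ratio and 620 channel) after 10 min lysis; AC50 by Hill fit.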
Epigenetic reg = Quantitative High-Throughput Screen for Regulators of Epigenetic Control. 0.2% of 280,000 active. Potency, µM (doses to about 53.9 µM), inactives show at the top dose GFP activation, most hits filed as activators. AID 1865, 2009. murine LDR cells, GFP reporter derepression, 30 h; further: potency means the concentration at half of the fitted maximal effect; % of control where 0% means no effect; nearly all actives have a fitted effect of over 60% in size
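Murine LDR cells bearing a silenced CMV-driven GFP reporter were exposed to compound for 30 h at 37 C. After PBS washes, GFP-positive cells (20-120 um objects) counted by laser-scanning microplate cytometry.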
* = called active by the depositor; ? = inconclusive; . = no result given; & = joins results of further samples; [ ] = remark or other dose. The call rests on the fitted dose curve; in most records, active means well fitted curve in the direction sought with a large enough effect; inconclusive means small, poorly fitted or top-dose-only effect, or another doubt; inactive means no such curve, though single readings can be large; an effect the other way counts as inactive or inconclusive.

Every second line gives: NPSR antag	CBFb-RUNX1 inh	L3MBTL1 inh	Luc counter	HttQ103 aggreg	IMPase Li cell	Epigenetic reg
COC(=O)CSc1snnc1-c1ccc(Cl)cc1Cl
    -14%[46.1 µM]	10%	.	-1%	3%	28%[38.3 µM]	-0.7%
CS(=O)(=O)N(CC(=O)NC1CCCCCC1)Cc1ccccc1
    -14%[46.1 µM]	15%	5%	7%	7%	26%[38.3 µM]	-4.7%
COc1ccccc1OCc1n[nH]c(=S)n1Cc1ccccc1
    ?	-4%	.	1%	7%	23%	-0.1%
Cc1ccc(Sc2c(O)c3ccccc3n(C)c2=O)cc1
    -23%	1%	0%	-1%	0%	10µM*	-0.2%
CC(C)[C@H](NC(N)=O)C(=O)NCCc1ccc(Cl)cc1
    9%	-1%	6%	2%	3%	5%	1.1%
Cc1cc(Nc2c(C)cccc2C)n2nc(C)nc2n1
    -4%[46.1 µM]	-3%	.	2%	5%	2%[38.3 µM]	0.1%
Cn1c(Cl)cnc1C1CC(=O)c2cc(Cl)ccc2O1 (stereo unspecified)
    7%[46.1 µM]	12%	-3%	1%	?	9%	-3.4%
CCOC(=O)Cn1c(=S)[nH]c2c(oc3ccc(Cl)cc32)c1=O
    ?	7%	.	17%	1%	8.9µM*	-1.0%
CCn1c(=O)cc(SCC(=O)N2CCC(C)CC2)c2ccccc21
    -24%[46.1 µM]	-6%	7%	-1%	5%	-11%[38.3 µM]	0.0%
CCN(CC)S(=O)(=O)c1cccc(C(=O)N/N=C/c2cccc(O)c2O)c1
    12%	-2%	-1%	1%	?	0%	1.0%
Clc1ccccc1CNCC1CCC(CNCc2ccccc2Cl)CC1 (stereo unspecified)
    .	16%[21.7 µM]	.	3%	.	35%[activator]	3.0%
O=C(NCc1csc(-c2cccs2)n1)Nc1ccc(C(F)(F)F)cc1
    -8%	1%	13%	.	-14%[9.22 µM]	.	4.8%
CSc1nc(-c2ccc(Cl)cc2)c(C#N)c(=O)[nH]1
    -20%	2%	3%	-8%	.	-13%	0.0%
COc1ccc(Nc2ncc(C(=O)N3CCC(C(N)=O)CC3)c3ccccc23)cc1
    -15%[46.1 µM]	-2%	-1%	-3%	3%	9%[38.3 µM]	-1.2%
O=C(Oc1cccnc1)c1ccc([N+](=O)[O-])cc1Cl
    7%	8%	.	11%	-17%	8%	5.2%
Cc1ccc2c(CC(=O)OC(C)C(=O)Nc3ncc(Cl)cc3Cl)coc2c1 (stereo unspecified)
    4%	3%	-9%	3%	6%	5%	0.0%
OC[C@@H]1[C@@H](c2ccc(F)cc2)C(c2ccccc2)=NN1c1ccccc1
    .	?	108%[activator]	1%[39.9 µM]	.	-22%	-3.1%
CN(C(=O)C1CCCO1)c1nnc(-c2cnccn2)s1 (stereo unspecified)
    0%[46.1 µM]	4%	3%	-3%	-5%	-10%[38.3 µM]	-0.3%
CCN(CC)CCOC(=O)[C@@H](c1ccccc1)C1CCCCC1
    .	-5%[21.7 µM]	.	-1%[17.1 µM]	.	7%	2.7%[16.9 µM]
COc1ccc(C(=O)Nn2cnc3ccccc3c2=O)c(OC)c1
    -6%[46.1 µM]	4%	-6%	0%	-16%	-12%[38.3 µM]	-2.2%
O=C(CN1C2CCC1CC(NC(=O)Nc1ccccc1)C2)NCc1ccco1 (stereo unspecified)
    -27%[46.1 µM]	-7%	-8%	0%	7%	-1%[38.3 µM]	-0.8%
O=c1c2cnn(-c3ccccc3)c2nc(-c2cccs2)n1-c1ccc(Cl)cc1
    -10%[46.1 µM]	1%	3%	-2%	-25%	15%[38.3 µM]	0.0%
CC(C)(C)c1ccc(-c2n[nH]c(=S)n2CC2CCCO2)cc1 (stereo unspecified)
    -37%	16%	2%	0%	-9%	7%	-1.8%
Cc1ccc(Oc2c(C(N)=O)cc([N+](=O)[O-])cc2[N+](=O)[O-])cc1
    ?	5%	-4%	3%	?	13%	-1.1%
Cc1nn(-c2ccc(F)cc2)c(Cl)c1/C=C/C(=O)OCC(=O)Nc1ccc(F)cc1F
    -12%[46.1 µM]	-4%	1%	.	6%	.	-0.9%
S=C(Nc1ccccn1)c1ccccn1
    2µM*	-15%&-22%	.	-21%	15%	16%[38.3 µM]	?
CCOc1ccc(C2=[N+]([O-])C(C)(C)N(O)C2(C)C)cc1
    -4%[46.1 µM]	2%	1%	-1%	-2%	3%[38.3 µM]	0.0%
Cc1cc(C)c(-c2noc(C(=O)OC(C)(C)C)c2C(=O)OC(C)(C)C)c(C)c1
    ?	0%	-5%	0%	-9%	8%[38.3 µM]	-2.0%
Cc1ccc(NC(=O)NC2C(NC(=O)Nc3ccc(C)cc3)N(C)C(=O)N2C)cc1 (stereo unspecified)
    -10%[46.1 µM]	-3%	.	17%	2%	31%[38.3 µM]	-5.3%
Cc1ccc(CC(=O)NCc2cccnc2)cc1
    10%	16%	-4%	3%	-1%	16%	-0.4%
O=C(NNc1cccc(Cl)n1)c1ccccc1CC[N+](=O)[O-]
    -19%	10%	1%	2%	9%	-4%	-1.1%
O=c1nc2ccccc2c2n1CC(CN1CCN(c3cccc(Cl)c3)CC1)N2 (stereo unspecified)
    -1%[46.1 µM]	-2%	3%	0%	11%	0%[38.3 µM]	-0.1%
O=C(NCCN1CCOCC1)c1ccc2c(c1)N(Cc1c(F)cccc1Cl)C(=O)c1ccccc1S2
    -38%	5%	.	-2%	-10%	-4%	-2.9%
CCC(C)NS(=O)(=O)c1ccc(OCC(=O)Nc2ccc3c(c2)OCO3)cc1 (stereo unspecified)
    -22%[46.1 µM]	-1%	.	2%	9%[9.22 µM]	-8%[38.3 µM]	-1.5%
O=C(CC(NS(=O)(=O)c1ccc(Cl)cc1)c1ccco1)NCc1ccco1 (stereo unspecified)
    -5%[46.1 µM]	-12%	-11%	5%	3%	7%[38.3 µM]	-2.2%
COc1cccc(C2C(C(N)=O)=C(C)Nc3nc(CCCO)nn32)c1OC (stereo unspecified)
    4%[46.1 µM]	2%	2%	2%	3%	4%	0.0%
CCOC(=O)C1CCCN(C(=O)c2cccs2)C1 (stereo unspecified)
    -10%[46.1 µM]	9%	14%	-2%	13%	18%[38.3 µM]	0.4%
CCCn1c(C)cc(-c2csc(N)n2)c1C
    -11%[46.1 µM]	-23%	.	-4%	14%[9.22 µM]	14%[38.3 µM]	-3.0%
CC(C)(CCl)C(=O)Nc1ccc(Sc2ccc(F)cc2)cc1
    -23%[46.1 µM]	-2%	92%[activator]	0%	?	38%[activator][38.3 µM]	1.0%
COc1ccccc1N1CCN(S(=O)(=O)c2ccccc2)CC1
    -2%[46.1 µM]	1%	-2%	-1%	3%	22%[38.3 µM]	0.7%
O=C(N1CCOCC1)n1cnc2ccccc21
    2%[46.1 µM]	-2%	-2%	-1%	?	2%	1.0%
N=C1C(c2nc3ccccc3[nH]2)=C(O)CN1c1ccc(F)cc1
    -11%[46.1 µM]	-3%	.	6%	22%[9.22 µM]	-17%[38.3 µM]	6.3%
O=C(C1=C[C@@H](C2CC2)C[C@@H](OCCCCO)O1)N1CCN(Cc2ccc3c(c2)OCO3)CC1
    16%	11%	0%	.	6%[9.22 µM]	-5%	0.8%
CC(C)(C)c1ccc(C(=O)NNc2cc(N3CCOCC3)nc(N3CCOCC3)n2)cc1
    8%	3%	-8%	3%	10%[9.22 µM]	15%	0.1%
O=S(=O)(c1ccc(OCC(O)CN2CCC(Cc3ccccc3)CC2)cc1)N1CCOCC1 (stereo unspecified)
    -17%[46.1 µM]	6%	1%	4%	3%	18%	-0.9%

Single records, as listed above. Order of screens: NPSR antag	CBFb-RUNX1 inh	L3MBTL1 inh	Luc counter	HttQ103 aggreg	IMPase Li cell	Epigenetic reg
O=c1nc2ccccc2c2n1CC(CN1CCN(c3cccc(Cl)c3)CC1)N2 (stereo unspecified) across the screens: -1%[46.1 µM]	-2%	3%	0%	11%	0%[38.3 µM]	-0.1%
CCC(C)NS(=O)(=O)c1ccc(OCC(=O)Nc2ccc3c(c2)OCO3)cc1 (stereo unspecified) across the screens: -22%[46.1 µM]	-1%	.	2%	9%[9.22 µM]	-8%[38.3 µM]	-1.5%

Next part
Every second line gives: NPSR antag	CBFb-RUNX1 inh	L3MBTL1 inh	Luc counter	HttQ103 aggreg	IMPase Li cell	Epigenetic reg
CC1CCCC(NC(=O)c2ccc3c(SCC(=O)O)c4c(nc3c2)CCC4)C1C (stereo unspecified)
    1%	4%	.	.	0%[9.22 µM]	.	3.8%
C(=N\n1cnnc1)/c1nc2ccccc2[nH]1
    -5%[46.1 µM]	0%	2%	-2%	4%	-12%[38.3 µM]	-0.9%
Cc1ccc(-n2c(Cc3cccn3C)nnc2SCC(=O)N2CCN(c3ccccc3)CC2)cc1
    -22%[46.1 µM]	?	-19%	2%	23%	12%[38.3 µM]	2.9%
CCCCOc1ccc(-c2nnn(C(C)C(=O)OCC)n2)cc1 (stereo unspecified)
    ?	15%	.	-2%	0%	39%[activator][38.3 µM]	-1.0%
O=C(CSc1nnc(-c2ccc(Cl)cc2)n1CC1CCCO1)NC1CCS(=O)(=O)C1 (stereo unspecified)
    15%	7%	.	-3%	2%	-9%	4.0%
COCCCN1C(=O)c2ccc(C(=O)Nc3ccc(OC)cc3OC)cc2C1=O
    -12%[46.1 µM]	0%	3%	0%	10%	-2%[38.3 µM]	0.8%
CCOC(=O)C1CCN(Cc2cc(=O)n3c(-c4ccccc4)csc3n2)CC1
    4%	-3%	.	-1%	11%	-1%	1.1%
COc1cccc(C(=O)Nc2c[nH]c(=O)[nH]c2=O)c1
    11%	8%	.	.	-30%[9.22 µM]	.	0.4%
Cc1ccc(C(=O)NC(=S)Nc2ccc(N3CCOCC3)cc2)cc1
    35%	-15%	-10%	0%	8%[9.22 µM]	12%	0.0%
O=C(COC(=O)Cc1ccc(Cl)cc1)Nc1ccccc1F
    6%	-23%	.	0%	6%	4%	-4.0%
Cc1nc(-c2ccccc2OC(F)(F)F)[nH]c(=O)c1Cl
    5%	13%	-2%	.	5%[9.22 µM]	.	8.3%
COc1ccc(/C=C2\NC(=O)[C@@H]3Cc4ccccc4CN3C2=O)cc1
    .	-15%	.	-2%	.	13%	0.0%

An excerpt, so the mix of outcomes need not match the whole.
